Compound activity (PubChem BioAssay)
FN deposition inh = fibronectin deposition inhibition. 350,000 compounds, 0.086% hits. inhibition, % at 12.6 µM. AH1F fibroblasts, Alexa488-fibronectin deposition fluorescence, overnight;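 active means mean inhibition across replicates of 30% or more, regardless of how many single replicates reach that level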;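 further: positive control wells lacked labelled fibronectin entirely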
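material = AH1F fibroblast monolayer depositing Alexa488-labelled fibronectin into matrix | amount = 10000 AH1F cells/well | buffer or medium = DMEM plus 2% serum, read in PBS | incubation = 1 h cell adhesion before compound, then overnight fibronectin incubation | detection = fluorescence at 485 nm excitation, 525 nm emission | evaluation = percent inhibition as loss of matrix-bound fibronectin fluorescence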
GSIS activator = primary screen for activators of insulin secretion dependent on glucose, INS-1E cells, GLuc reporter luminescence; 370,000 compounds, 0.61% hits; INS-1E GLuc reporter insulin secretion, 2-3 h; activation, % at 16.6 µM;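 active means lowest replicate activation of at least 40%, so every replicate reaches that level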;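 further: 0% = median of neutral control wells and 100% = median of IBMX positive control wells; some compounds called inactive have numbers as strong as hits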
CFTR F508del cor = CFTR F508del correction in bronchial cells; 350,000 compounds, 0.36% hits; activity (quench increase), % at 7.58 µM; CFBE cells, YFP halide quenching; stimulated with forskolin plus potentiator P3; % fluorescence drop versus neutral controls; AID 720511;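 active means mean added fluorescence quench of at least 8% versus neutral control, with both replicates also reaching 8%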;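 further: cells transiently co-express mutant CFTR-F508del with the halide-sensitive YFP; corrector assay measuring rescue of mutant channel to the surface after 24 h compound exposure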
Active calls of the source: *.

SMILES | FN deposition inh | GSIS activator | CFTR F508del cor
COC(=O)[C@@]12C[C@@H](CC(=O)N3CCSCC3)C(=O)N(Cc3ccco3)C1=CCC(C)(C)C2 | 2 | -22 | -1.0
CC(C)[C@@H]1CC2=C(C(=O)OC(C)(C)O2)[C@H](CCc2ccccc2)O1 | 6 | -21 | 5.4
Cc1cccc(COC[C@H](Cc2ccccc2)N2CCN(C(=O)c3ccc(Cl)c(Cl)c3)CCC2=O)c1 | 19 | -18 | -1.9
O=C(COC(=O)Cc1cccs1)Nc1ccccc1Cl | 3 | -4 | -2.4
CC(=O)N1CCN(C(=O)COC(=O)CNC(=O)c2ccccc2C)CC1 | 5 | 26 | 2.4
Cc1ccc(NC(=O)CCl)c(C)c1 | 2 | -2 | -1.1
N#C[C@H]1[C@@H](c2ccc(C#Cc3ccccc3F)cc2)[C@@H](CO)N1C(=O)C1CCCC1 | 11 | -33 | 1.6
O=C(c1ccccc1)c1coc2c1C(=O)c1ccccc1C2=O | -1 | -6 | -1.9
COC(=O)c1cc(C(=O)NCCCN2CCOCC2)cc([N+](=O)[O-])c1 | -6 | -3 | -1.5
O=C(c1nnsc1S(=O)(=O)c1ccc(Cl)cc1)N1CCOCC1 | 11 | 57 | -12
COc1cc(-c2c(C(=O)c3ccccc3)[nH]c(N)c2C(=O)NCCc2c[nH]c3ccccc23)ccc1F | 4 | -19 | 0.5
O=C(NC1CCc2ccccc21)c1cc(COc2ccc(F)cc2F)on1 (centres undefined) | 0 | -9 | -4.2
CCN1CCN(c2ccc([N+](=O)[O-])c(Sc3nc4ccccc4[nH]3)c2)CC1 | 14 | 4 | 1.4
CCC(=O)Nc1ccc(OCc2nc3ccccc3s2)cc1 | -8 | 16 | 0.3
CCN1CCN(Cc2nc3ccc([N+](=O)[O-])cc3c(=O)n2-c2ccc(OC)cc2OC)CC1 | -2 | -6 | -1.0
COc1ccc(-n2c(COc3cccc4cccnc34)nnc2SCC(=O)O)cc1 | -6 | -1 | 0.4
CC(C)CN(c1ccccc1)S(=O)(=O)c1nnc(NC(=O)c2ccco2)s1 | -5 | -4 | -0.7
CCOC(=O)[C@]12CCC=C1N(Cc1ccc(Cl)cc1Cl)C(=O)[C@H](CC(=O)N1CCCC1)C2 | 5 | -34 | 1.3
COc1ccc(/C=C(\NC(=O)c2ccccc2)C(=O)OCC2CCCN3CCCCC23)cc1OC (centres undefined) | 4 | 9 | -3.4
O=C(CNC(=O)c1ccccc1Cl)N/N=C/c1ccc([N+](=O)[O-])s1 | -4 | -15 | -1.7
CCOC(=O)N1CCC(N2CCCC(CO)(Cc3cccc(Cl)c3)C2)CC1 (centres undefined) | -7 | -5 | -1.3
CN(C)C1(CNC(=O)C2CCN(S(=O)(=O)c3c(Cl)cccc3Cl)CC2)CCCCC1 | 3 | -8 | 3.0
Cc1ccccc1-c1ccc2c(c1)[C@@H]1C[C@H](N(C)C(=O)c3ccco3)[C@H]([C@H](C)O)CN1CC2 | 4 | -48 | -2.4
COc1coc(/C=C/C(=O)O)cc1=O | 1 | 14 | 1.2
COC(=O)[C@@]1(Cc2ccc(OC)cc2)[C@H]2c3cc(C(=O)N4CCCC4)n(Cc4ccccc4)c3C[C@H]2CN1C(=O)c1ccccc1 | -1 | -4 | 3.4
COc1ccc(NC(=O)c2csc3c2CCCCC3)c(OC)c1 | -7 | -7 | 2.8
COCCNC(=S)N(C)[C@H]1C[C@H]2c3[nH]c4c(-c5ccc6c(c5)OCO6)cccc4c3CCN2C(=O)[C@H]1[C@H](C)O | 1 | -18 | -4.2
CC(C)(C)CC(=O)Nc1cc2c3c(c1)CC(=O)N3CCC2 | 3 | 12 | 0.2
CCCN(C(=O)C1CCCN(c2ncnc3c2nc2n3CCCCC2)C1)c1ccccc1C (centres undefined) | -2 | -3 | -1.1
CC1Cc2[nH]c(=S)[nH]c(=O)c2C(c2ccc(C(C)C)cc2)O1 (centres undefined) | -1 | -5 | -1.6
O=[N+]([O-])c1ccc2c(c1)CO[C@]21O[C@H](CCO)C[C@H](O)[C@H]1O | -2 | 4 | 1.4
CN(Cc1ccccc1F)C[C@H]1[C@@H](c2ccccc2)[C@@H](CO)N1S(C)(=O)=O | 0 | 0 | 2.2
Cc1ccccc1-c1n[nH]c(=S)n1/N=C/c1ccc(-c2ccccc2Br)o1 | -10 | 24 | 1.3
Cc1cccn2c(=O)nc(SCC(=O)NCc3ccccc3)nc12 | 4 | 3 | 2.5
O=C(CCCCCN1C(=O)c2ccccc2C1=O)Nc1ccccc1F | -4 | -1 | -5.6
O=C(Cc1cccs1)N1CCN(c2ccc([N+](=O)[O-])cc2)CC1 | 2 | 7 | -1.3
Cc1nc2ccccc2n1CCOc1ccc([N+](=O)[O-])cc1 | -2 | -18 | 0.1
O=C(Nc1ccc(F)cc1)c1cc(-c2ccccc2)no1 | -6 | 6 | -2.7
CN(C)C(=O)c1cccc(-c2ccc3c(c2)[C@@H]2[C@@H](CCN2C(=O)C2CCCC2)[C@H](CO)N3)c1 | 3 | 22 | 1.7
Cc1ccc[n+](C2C(c3ccc([N+](=O)[O-])cc3)C(C#N)=C([S-])NC2(O)C2CC2)c1 (centres undefined) | -7 | -19 | 0.2
COc1ccc(/C=N/Nc2cc(=O)n(C)c(=O)n2C)cc1OC | 3 | -12 | -0.3
C/C(=N\NC(=O)c1cccc(F)c1)c1cccc(NC(=O)c2ccc(F)cc2)c1 | -1 | 13 | -2.7
Cc1ccc(S(=O)(=O)N(C)[C@H]2C[C@H]3c4[nH]c5c(-c6ccccc6)cccc5c4CCN3C(=O)[C@H]2[C@H](C)O)cc1 | 2 | -40 | -0.8
COc1ccc(CN2CC3(CN(C(=O)Cc4ccccc4)C3)c3c([nH]c4cc(OC)ccc34)[C@@H]2CO)cc1 | 1 | 2 | 4.0
CC1(c2ccccc2Cl)NC(=O)N(CC(=O)N2CCN(S(=O)(=O)c3ccccc3)CC2)C1=O (centres undefined) | -2 | -15 | -0.5

Seven compounds out of the list, sorted by molecular weight, largest number first.
SMILES | FN deposition inh | GSIS activator | CFTR F508del cor
CN(C)C(=O)c1cccc(-c2ccc3c(c2)[C@@H]2[C@@H](CCN2C(=O)C2CCCC2)[C@H](CO)N3)c1 | 3 | 22 | 1.7
Cc1ccc[n+](C2C(c3ccc([N+](=O)[O-])cc3)C(C#N)=C([S-])NC2(O)C2CC2)c1 (centres undefined) | -7 | -19 | 0.2
C/C(=N\NC(=O)c1cccc(F)c1)c1cccc(NC(=O)c2ccc(F)cc2)c1 | -1 | 13 | -2.7
CN(Cc1ccccc1F)C[C@H]1[C@@H](c2ccccc2)[C@@H](CO)N1S(C)(=O)=O | 0 | 0 | 2.2
O=C(CCCCCN1C(=O)c2ccccc2C1=O)Nc1ccccc1F | -4 | -1 | -5.6
O=[N+]([O-])c1ccc2c(c1)CO[C@]21O[C@H](CCO)C[C@H](O)[C@H]1O | -2 | 4 | 1.4
O=C(Nc1ccc(F)cc1)c1cc(-c2ccccc2)no1 | -6 | 6 | -2.7

Next part
SMILES | FN deposition inh | GSIS activator | CFTR F508del cor
Cc1nn(-c2ccccc2)c(C)c1/C=N/NC(=O)c1cc(-c2cccs2)[nH]n1 | -1 | -17 | 4.2
CCN(CC)CCNC(=S)Nc1ccc2nc3n(c(=O)c2c1)CCCCC3 | 12 | 17 | -3.5
Cc1ccc(S(=O)(=O)N[C@H](CO)C(C)C)cc1 | 8 | -15 | -4.1
Nc1nc(NCCOCCO)nc(N2CCCCCC2)c1[N+](=O)[O-] | 4 | 6 | -3.8
O=C(NN1CCOCC1)c1ccc(Cl)s1 | 7 | -6 | 2.5
NC(=O)C(CCc1nc2ccccc2[nH]1)NS(=O)(=O)c1ccccc1 (centres undefined) | -10 | 3 | 3.1
CCOC(=O)C[C@@H]1OC[C@H](CO)N1S(=O)(=O)c1ccc(C)cc1 | 0 | 20 | -1.2
Cc1ccc(NC(=O)c2ccc(S(=O)(=O)N3CCCC3)cc2)nc1 | 0 | 2 | 0.5
CN1C(=O)/C(=C/c2cc(C(C)(C)C)c(O)c(C(C)(C)C)c2)NC1=S | 6 | -5 | -2.5
Cc1ccc(Cc2c(C)[nH]c(=S)[nH]c2=O)cc1 | 6 | 22 | -1.4
Cc1ccc(Cl)cc1NC(=O)CCCN1C(=O)c2cccnc2C1=O | 2 | -5 | -0.1
O=C(CN1C(=O)C2C3C=CC(C4CC34)C2C1=O)Nc1cccc2ncccc12 (centres undefined) | -17 | -8 | -1.4
Cc1cc2nc(C(F)(F)F)cc(-c3cccs3)n2n1 | -2 | -11 | -1.6
CC1(c2nnnn2Cc2ccccc2)CCC(=O)N1Cc1ccc(F)cc1 (centres undefined) | 0 | 10 | -1.2
Cc1[nH]c2ccccc2c1/C=N\NC(=O)Cn1nnc(-c2ccccc2)n1 | 0 | 9 | -1.8
Cc1nn(CCC(N)=S)c2nc(-c3cccs3)cc(C(F)(F)F)c12 | -1 | -8 | 3.9
CCC(C)NS(=O)(=O)c1ccc(NC(=O)c2cccs2)cc1 (centres undefined) | 19 | -5 | -2.1
CCOC(=O)c1csc(-n2nc(C)cc2C(F)(F)F)n1 | -12 | 2 | 1.5
Cn1cc(SCC(=O)NCc2ccc(F)cc2)c2ccccc21 | -4 | -14 | -0.9
CCOc1ccc(NC(=O)c2ccccn2)cc1 | -4 | 16 | -1.1
CC1CCCC(NC(=O)c2ccc(F)c(S(=O)(=O)N3CCOCC3)c2)C1C (centres undefined) | -7 | -5 | -0.5
Cn1cc(CCNC(=O)CC2C(=O)NCCN2Cc2cccc(Oc3ccccc3)c2)cn1 (centres undefined) | 9 | -13 | -1.5
O=C(O)CCC(=O)NC(c1ccccc1)c1ccccc1 | -8 | -12 | 2.7
COC(=O)CCN(C(=O)c1ccc(Cl)c([N+](=O)[O-])c1)c1ccccn1 | 1 | 7 | -1.7
COC(=O)[C@@]12C[C@@H](CC(=O)NCCCN3CCCC3=O)C(=O)N(Cc3ccccc3)C1=CCC(C)(C)C2 | 9 | 0 | -0.9
Cc1ccc(NC(=O)CCOc2ccccc2C)cc1F | -23 | -23 | 0.8
Cc1ccc(S(=O)(=O)Nc2csc(C)c2C(=O)O)cc1 | -2 | 10 | -0.1
COc1ccc(-c2c(C(=O)c3ccccc3)[nH]c(N)c2C(=O)NC2CC2)cc1OC | 7 | 10 | 0.7
CCN(CCn1cccn1)C(=O)CC1C(=O)NCCN1CC1CCCCC1 (centres undefined) | -6 | -4 | -1.7
CCCC[C@@H]1Cc2[nH][nH]c(=O)c2[C@H](c2cccc3ccccc23)O1 | 13 | 9 | -1.8
CC(C)NCc1nnc(-c2ccccc2Cl)o1 | -2 | 5 | 0.6
COc1ccc2nc(SCC(=O)NC3(C#N)CCCCC3)[nH]c2c1 | -2 | -1 | -4.2
N#C/C(=N/O)c1nc(-c2ccc(F)cc2)cs1 | 2 | -13 | 0.5
O=C(OCC(=O)N1CCOCC1)c1cccc(S(=O)(=O)N2CCCc3ccccc32)c1 | -2 | -10 | -0.3
CCC(=O)N1[C@H](CO)[C@H](c2ccc(C#CC(C)(C)O)cc2)[C@@H]1CN(C)C(C)=O | 0 | 0 | 0.1
COCC(=O)OCC(=O)Nc1ccccc1-c1ccccc1 | 0 | 4 | -5.2
O=C(NC1CCCCC1)C(c1ccccc1)n1c(=O)c(-c2cc3ccccc3[nH]2)nc2ccccc21 (centres undefined) | 14 | -4 | 1.2
CC(=O)Nc1ccc(NC(=O)COC(=O)c2cc(S(=O)(=O)N(C)C)ccc2N2CCCC2)cc1 | 3 | -6 | -2.2
CCc1nnc(SCC(=O)Nc2ccc(NC(C)=O)cc2)n1-n1cccc1 | 16 | 9 | -0.3
Cc1csc2c(N3CCC(C(=O)O)CC3)ncnc12 | -4 | 23 | -0.9
O=C1c2ccccc2S(=O)(=O)c2cc(N3CCC(C(=O)N4CCCCC4)CC3)ccc21 | -2 | -5 | -0.5
CC1(C)OC(=O)C2=C(C[C@@H](C3CCCCC3)O[C@@H]2c2ccc(F)cc2)O1 | -8 | -26 | -0.5
CC(=O)N1CCN(c2ccc([N+](=O)[O-])cc2)CC1 | 1 | -18 | -2.1
Cc1ccnc(NS(=O)(=O)c2ccc(NC(=O)c3ccc4c(c3)OCCO4)cc2)n1 | 9 | 5 | -0.2
CN(C)c1ccc(CN2CCC(C(N)=O)CC2)cc1 | -3 | -14 | -0.1
CCc1csc(N2[C@H](CO)[C@H](c3ccccc3)[C@@H]2CN(C)C(=O)C2CCC2)n1 | -7 | -5 | -4.0
Cc1cc(C)cc(N=C2NC(=O)/C(=C/c3cccs3)S2)c1 | 10 | 24 | 3.7
N#Cc1ccc(-c2ccc(C3[C@H]4CNC[C@@H]3N4C(=O)NC3CCCC3)cc2)cc1 (some centres undefined) | -1 | 16 | -3.3
CN1C(=O)C2CC(O)C(SC3CC4C(=O)N(C)C(=O)C4CC3O)CC2C1=O (centres undefined) | 5 | 5 | -0.7
Cc1ccc(/C=N/N=C2/NC(=O)CS2)o1 | 2 | -8 | -1.5
CC1S/C(=N\N=C\c2cccc([N+](=O)[O-])c2)N(C(C)(C)C)C1=O (centres undefined) | -4 | 13 | 2.2
O=C(OC(c1ccc(NS(=O)(=O)c2ccccc2)cc1)(C(F)(F)F)C(F)(F)F)c1ccccc1 | -5 | -22 | -1.1

The list is partial; count on the stated rates, not on these rows.
